# Source: PubChem BioAssay
# ABCB6 inh 2: ABCB6 transporter inhibitors, primary screen, K562-ABCB6 cells, flow cytometry, MLPCN library; K562-ABCB6 porphyrin accumulation, 1 h; stronger effect = lower value; actives 0.19% (n = 360,000); fluorescence ratio to DMSO, % at 10 µM; ATP-binding cassette sub-family B member 6 (Homo sapiens), Q9NP58;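 active = fluorescence ratio to DMSO below 75%, the collection mean minus 3 SD; inconclusive = too few cells collected in the well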;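 note: signal is porphyrin accumulated inside mitochondria; 100% equals median channel fluorescence of DMSO control wells; lower ratio means ABCB6 inhibition with less porphyrin fluorescence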
# TLR9-MyD88 block: inhibitors of TLR9-MyD88 association in cells, primary screen, cell-based, CHO, BLA complementation, fluorescence. actives 0.21% (n = 340,000). CCF4 FRET ratio. Toll-like receptor 9 (Homo sapiens) + Myeloid differentiation primary response protein …. inhibition, % at 4.98 µM;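 active = inhibition above the mean over all tested compounds plus 3 SD, cut at about 21% in these data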;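 note: 0% = DMSO only wells and 100% = clavulanate BLA inhibitor control wells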
# ABHD5-PLIN5 inh: ABHD5-PLIN5 interaction inhibitors, primary screen, cell lysate, split luciferase complementation, luminescence. Split G. princeps luciferase complementation, 4 h. inhibition, % at 4 µM. Perilipin-5 (Homo sapiens) + 1-acylglycerol-3-phosphate O-acyltransferase ABHD5 (Homo …. AID 602281, 2012. actives 0.78% (n = 360,000);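 active = inhibition above the mean inhibition across every tested compound plus 3 SD, cut at about 22% in these data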;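 note: 0% = DMSO only wells and the 100% control is not disclosed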
# MC4R antagonist: MC4R antagonists of cAMP signaling, primary screen, cell-based, TR-FRET, antagonist arm of biased-ligand search; actives 0.48% (n = 360,000); inhibition, % at 6.5 µM; AID 540295, 2011; Melanocortin receptor 4 (Homo sapiens), P32245; MC4R-expressing cells, MTII-stimulated cAMP, LANCE TR-FRET;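 active = inhibition above its plate's cutoff, the mean of tested wells on that plate plus 3 SD, cut at about 29% in these data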;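 note: 0% = Melanotan II alone and 100% = Melanotan II plus saturating MCL0020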
#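 System: U2OS cells stably expressing human melanocortin 4 receptor (MC4R). Reagent: Melanotan II challenge after compound preincubation. Doses: 6.5 µM. Times: 30-min compound, 1-h challenge, 1-h detection, room temperature. Measured by: TR-FRET with Eu-cAMP and labeled anti-cAMP, 671 nm. Replicates: singlicate.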
# NCOA2 inhibitor: inhibition of GAL4-SRC2 driven luciferase reporter, primary screen, SRC2 inhibitor project, cell-based, luminescence; Nuclear receptor coactivator 2 (Homo sapiens), Q15596; HEK293 GAL4-SRC2 luciferase reporter; inhibition, % at 9 µM; actives 0.17% (n = 370,000);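 active = inhibition above the mean inhibition of all tested compounds plus 3 SD, set per campaign, cut at about 52% in these data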;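 note: 0% = DMSO treated cells and 100% = cells given Gossypol at 36 µM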
# Target sequence (Q15596 whole entry, looked up, the tested form may be a part): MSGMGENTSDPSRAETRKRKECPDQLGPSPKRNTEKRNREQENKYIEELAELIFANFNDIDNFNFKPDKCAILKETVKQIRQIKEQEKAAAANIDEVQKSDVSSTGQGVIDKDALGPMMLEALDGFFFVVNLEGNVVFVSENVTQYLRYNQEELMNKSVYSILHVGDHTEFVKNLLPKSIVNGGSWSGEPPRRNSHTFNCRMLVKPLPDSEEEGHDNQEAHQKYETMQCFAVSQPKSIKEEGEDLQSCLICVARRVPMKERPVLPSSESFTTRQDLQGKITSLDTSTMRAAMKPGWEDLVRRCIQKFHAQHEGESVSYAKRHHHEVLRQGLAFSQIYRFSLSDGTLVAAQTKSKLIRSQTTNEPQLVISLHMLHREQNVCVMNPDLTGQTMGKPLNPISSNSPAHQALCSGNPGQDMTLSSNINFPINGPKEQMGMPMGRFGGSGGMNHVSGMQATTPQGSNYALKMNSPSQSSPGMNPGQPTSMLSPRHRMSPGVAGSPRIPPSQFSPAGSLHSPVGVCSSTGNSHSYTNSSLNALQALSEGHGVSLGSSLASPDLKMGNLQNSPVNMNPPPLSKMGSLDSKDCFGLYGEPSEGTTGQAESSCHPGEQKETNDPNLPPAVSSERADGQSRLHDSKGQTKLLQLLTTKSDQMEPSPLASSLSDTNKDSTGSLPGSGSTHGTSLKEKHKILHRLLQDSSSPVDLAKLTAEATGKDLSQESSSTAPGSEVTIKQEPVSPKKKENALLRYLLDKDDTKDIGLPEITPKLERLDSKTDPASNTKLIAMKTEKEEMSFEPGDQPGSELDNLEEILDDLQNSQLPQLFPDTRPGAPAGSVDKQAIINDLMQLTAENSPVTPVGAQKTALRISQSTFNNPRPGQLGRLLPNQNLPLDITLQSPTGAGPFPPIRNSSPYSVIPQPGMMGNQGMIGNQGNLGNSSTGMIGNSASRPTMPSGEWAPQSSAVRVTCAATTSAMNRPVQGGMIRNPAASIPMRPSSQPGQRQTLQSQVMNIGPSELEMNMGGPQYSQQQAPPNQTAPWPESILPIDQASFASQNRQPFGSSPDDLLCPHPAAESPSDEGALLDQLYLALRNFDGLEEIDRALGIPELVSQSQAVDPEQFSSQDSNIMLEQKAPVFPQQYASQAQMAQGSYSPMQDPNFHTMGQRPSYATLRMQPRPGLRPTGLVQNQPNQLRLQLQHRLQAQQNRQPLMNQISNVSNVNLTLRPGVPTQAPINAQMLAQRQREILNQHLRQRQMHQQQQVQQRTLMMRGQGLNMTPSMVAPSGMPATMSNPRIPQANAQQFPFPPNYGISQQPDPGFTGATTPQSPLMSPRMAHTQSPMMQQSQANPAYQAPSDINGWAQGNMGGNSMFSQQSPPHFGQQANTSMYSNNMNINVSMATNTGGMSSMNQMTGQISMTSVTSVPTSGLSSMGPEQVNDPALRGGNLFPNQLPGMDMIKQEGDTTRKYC
# HTR2A ag: mouse Htr2a agonists via beta-arrestin recruitment, primary screen, cell-based, luminescence; 5-hydroxytryptamine receptor 2A (Mus musculus), P35363; CHO-K1 mHTR2A beta-arrestin complementation; percent of 30 µM serotonin response; activation, % at 7.6 µM; actives 0.66% (n = 360,000);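 active = activation above a run cutoff, the mean activation of all tested compounds plus 3 SD, cut at about 14% in these data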;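 note: 0% = plate median of compound wells and 100% = 30 µM serotonin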
# H9c2 protect: cardioprotection against H2O2-induced cell death, primary screen, uHTS, H9c2 cells, ATPLite luminescence. AID 588492, 2011. H9c2 cardiomyocytes, H2O2 injury protection, 2 h. protection from H2O2 cell death, % at 20 µM. actives 0.63% (n = 360,000);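 active = compounds giving at least 50% protection of heart cells from peroxide-induced death in the single-dose screen, raw or plate-pattern-corrected value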;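 note: 0% = DMSO wells with peroxide and 100% = DMSO wells without peroxide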
# Glyco luc inh: increase of ERlucT glycosylation luciferase signal, primary screen, N-linked glycosylation inhibitor project, D54 ERlucT cells, luminescence, set 2 | AID 588692, 2011 | D54 ERlucT glycosylation luciferase reporter, 24 h; percent of 100 nM tunicamycin response | actives 0.23% (n = 360,000) | reporter increase, % at 12.5 µM;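 active = mean luciferase reporter signal, scaled so untreated is 0 and the glycosylation-blocking control 100, at or above a set limit in every replicate; inconclusive = mean reaches the limit but not every replicate does; inactive = mean below the limit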;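 note: luciferase carries N-glycosylation sites so blocking glycosylation raises the light; 0% = median of neutral control wells and 100% = median of 100 nM tunicamycin wells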
# MC4R barr agon: MC4R agonists recruiting beta-arrestin, primary screen, cell-based, luminescence, agonist arm of biased-ligand search. Melanocortin receptor 4 (Homo sapiens), P32245. U2OS MC4R beta-arrestin complementation; percent of melanotan II response, DMSO zero. activation, % at 8.9 µM. actives 0.98% (n = 360,000). AID 540308, 2011;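 active = activation above a per-plate cutoff, the mean activation of sample wells on that plate plus 3 SD, cut at about 8% in these data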
# NOD2 RIPK2 PPI: NOD2-RIPK2 binding disruptors in cells, primary screen, fluorescence, CHO cells, BLA complementation; actives 0.38% (n = 360,000); CCF4 ratio; inhibition, % at 4.98 µM; Receptor-interacting serine/threonine-protein kinase 2 (Homo sapiens), O43353; in the data active = inhibition above about 21%;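 note: 0% = vehicle only and 100% = reference blocker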
# Starred values were filed as active, the others as inactive; ? = inconclusive; . = no result given.
1. NS(=O)(=O)c1cccc(NC(=O)COC(=O)/C(=C/c2cccs2)c2cccs2)c1
2. N#Cc1cccc(NS(=O)(=O)c2ccccc2Cl)c1
3. CC1SC(=Nc2ccccc2)N(S(=O)(=O)c2ccccc2)C1=O (stereo not given)
4. Cc1noc(NS(=O)(=O)c2ccc(NC(=O)c3cnc4scc(C)n4c3=O)cc2)c1C
5. COc1ccc(CCN2CC(C(=O)Nc3ccccc3F)CC2=O)cc1OC (stereo not given)
6. CCOc1cc(S(=O)(=O)NCc2ccc3c(c2)OCO3)ccc1F
7. CCCCC(NC(=O)Cc1c(C)c2cc3c(-c4ccccc4)coc3c(C)c2oc1=O)C(=O)O (stereo not given)
8. COc1cc(CNCCO)cc(Cl)c1OCc1ccc(Cl)cc1Cl
9. CC1(C)CCCC2=C1CC1C(=O)N(N)C(=O)C1C2 (stereo not given)
10. Cc1nn(C)c(C)c1S(=O)(=O)NCCc1ccc(Cl)cc1

Screen / compound no.	1	2	3	4	5	6	7	8	9	10
ABCB6 inh 2	94	97	98	89	98	96	97	103	89	102
TLR9-MyD88 block	-1	-2	-3	6	4	-2	-4	12	3	6
ABHD5-PLIN5 inh	6	6	2	-3	4	-3	-7	18	3	1
MC4R antagonist	8	6	1	0	-1	2	21	-6	11	17
NCOA2 inhibitor	14	-5	7	-16	9	3	-26	-16	-13	6
HTR2A ag	3	2	-2	9	-4	5	6	-8	0	-7
H9c2 protect	12	10	-2	9	0	1	4	-22	-4	0
Glyco luc inh	-1	1	3	5	1	1	1	-5	2	-1
MC4R barr agon	-1.2	-0.2	-1.2	0.9	-0.5	0.9	-1.9	1.6	0.8	-0.8
NOD2 RIPK2 PPI	0	-4	4	10	1	-4	-2	4	-3	-6

11. Cc1cc(C)nc(SCc2cn3c(C)cccc3n2)n1
12. COc1cc(COCC(O)CN2CCN(Cc3ccc4c(c3)OCO4)CC2)cc(OC)c1OC (stereo not given)
13. N#CCCN(C(=O)COC(=O)c1cccc(S(=O)(=O)Nc2ccc([N+](=O)[O-])cc2)c1)c1ccccc1
14. CCOC(=O)c1c(NC(=O)CN2CCCCC2)sc2c1CCC(C=O)=C2Cl
15. COc1ccccc1C(=O)NNC(=O)C(=O)Nc1ccc(C)c(Cl)c1
16. Cc1nc(-c2cccc(NC(=O)c3ccc(-n4nccc4C)cc3)c2)cs1
17. CCC(C)Nc1c([N+](=O)[O-])cc(C)cc1[N+](=O)[O-] (stereo not given)
18. CN(CC(=O)Nc1ccccc1C(F)(F)F)C(=O)COc1cccnc1[N+](=O)[O-]
19. Cc1cc(C)c2nc(NC(=O)C3CCCO3)sc2c1 (stereo not given)
20. CCn1c(CC(=O)Nc2ccc(C)c(Cl)c2)nnc1SCC(=O)Nc1nc(C)cs1

Screen / compound no.	11	12	13	14	15	16	17	18	19	20
ABCB6 inh 2	91	?	94	172	93	94	112	97	103	105
TLR9-MyD88 block	.	-8	2	0	0	-4	15	-2	-9	8
ABHD5-PLIN5 inh	-8	-5	3	-1	-2	-8	-3	0	4	6
MC4R antagonist	-1	3	2	-2	4	10	-2	-2	-4	5
NCOA2 inhibitor	-3	-4	-12	3	-7	-14	-28	-1	-57	-10
HTR2A ag	3	2	6	3	6	-4	-1	-1	1	3
H9c2 protect	0	-3	-3	10	9	7	-5	-2	-6	-8
Glyco luc inh	0	-1	0	1	-1	-1	0	1	-4	-1
MC4R barr agon	-0.1	0.1	-0.1	0.4	-0.4	-1.2	3.4	0.1	0.7	2.2
NOD2 RIPK2 PPI	-12	-4	8	-2	-11	4	-7	-2	2	-11

21. O=C(CCc1n[nH]c(=O)[nH]c1=O)N1CCOCC1
22. Cc1cc2nc(-c3ccc(Cl)cc3)c(CC3CCCCC3)n2c(C)c1Br
23. O=C(Nc1ccccc1)NC1CCN(Cc2c(F)cccc2Cl)CC1
24. COc1ccc(-n2ncc3c(Nc4cccc(C)c4)ncnc32)cc1
25. O=C(COc1ccc([N+](=O)[O-])cc1)Nc1ccccc1C(=O)NC1CC1
26. COc1ccc(CCNC(=O)Cn2c(-c3nonc3N)nc3ccccc32)cc1OC
27. CCOC(=O)c1cccc(S(=O)(=O)N(CCO)Cc2cc3cc(OC)c(OC)cc3[nH]c2=O)c1
28. CCOC(=O)c1nn(-c2cccc(Cl)c2)c(C)c1C(C)=O
29. CCN(CC)c1ccc(Nc2nc(N3CCOCC3)c3ccccc3n2)cc1
30. CC(=C/c1ccccc1)/C=N/NC(=O)c1cnccn1

Screen / compound no.	21	22	23	24	25	26	27	28	29	30
ABCB6 inh 2	96	102	90	101	99	84	93	96	91	101
TLR9-MyD88 block	7	.	6	-1	-4	7	4	8	-2	-2
ABHD5-PLIN5 inh	-6	-5	1	19	16	-6	6	-4	5	4
MC4R antagonist	3	.	1	0	3	3	5	1	-3	-3
NCOA2 inhibitor	5	-40	13	-21	-14	-21	-25	-21	29	-44
HTR2A ag	0	5	0	0	11	-3	4	-5	-5	5
H9c2 protect	2	.	-1	-7	0	9	4	5	-17	-29
Glyco luc inh	3	.	0	-2	-3	-1	1	-1	-2	-4
MC4R barr agon	-0.8	.	-1.7	3.0	1.1	-1.5	-1.7	-1.8	-2.9	-2.1
NOD2 RIPK2 PPI	-3	-4	2	-6	3	-2	1	11	-4	1

31. CC(=O)C1C(c2ccc(Cl)cc2)c2c(n[nH]c2C)CC1(C)O (stereo not given)
32. CCS(=O)(=O)Nc1ccc(Cc2ccc(NS(=O)(=O)CC)cc2)cc1
33. O=C1CCCCCCC1Sc1ccccc1[N+](=O)[O-] (stereo not given)
34. Cc1onc(-c2ccccc2Cl)c1C(=O)NCc1ccc2c(c1)cc(C)n2C
35. CCOC(=O)C(CCSC)Nc1nc(Cl)nc(Nc2ccc(Cl)cc2)n1 (stereo not given)
36. CCOc1ccc(Br)cc1S(=O)(=O)Nc1cccc(S(=O)(=O)N(C)C)c1
37. Cc1ccc(CNC(=O)c2ccc(F)c(S(=O)(=O)N3CCOCC3)c2)cc1
38. Cc1cccc(C)c1OCC(=O)N1CC2(C)CC1CC(C)(C)C2 (stereo not given)
39. COc1ccc(/C=C/C(=O)OC2CCCCC2CN(C)C)cc1 (stereo not given)
40. COc1ccc(Nc2nnc(SCC(=O)NC3CCCC3)s2)cc1

Screen / compound no.	31	32	33	34	35	36	37	38	39	40
ABCB6 inh 2	131	102	92	94	95	104	99	91	94	97
TLR9-MyD88 block	-17	-36	-1	-9	-1	-13	2	6	4	4
ABHD5-PLIN5 inh	-3	-9	-15	0	0	3	0	-1	0	-1
MC4R antagonist	3	8	18	14	21	-1	-3	3	4	0
NCOA2 inhibitor	-9	15	-20	-13	7	4	1	6	-4	4
HTR2A ag	1	-5	-1	2	0	5	-4	-5	-1	0
H9c2 protect	0	-10	5	18	-7	-12	-1	-12	5	-4
Glyco luc inh	1	-1	1	-3	-2	0	-3	1	-10	0
MC4R barr agon	-0.8	-1.1	-0.8	0.5	0.4	-2.1	-3.0	-1.1	-2.8	-1.1
NOD2 RIPK2 PPI	0	-4	-1	3	-9	-9	-7	4	8	-6

41. COc1ccc(OCCn2cc(/C=N/NC(=O)c3ccncc3)c3ccccc32)cc1
42. O=C(NCc1ccco1)C1CCC(CNS(=O)(=O)c2cccc3cccnc23)CC1 (stereo not given)
43. CCC(C)NC(=O)C1CCN(S(=O)(=O)c2ccc(Br)s2)CC1 (stereo not given)
44. O=C(CN1CCN(C(=O)c2ccccc2)CC1)Nc1cccc(S(=O)(=O)N2CCCC2)c1
45. NS(=O)(=O)c1ccc(NC(=O)CSc2ncn[nH]2)cc1
46. CC(=S)/C=C1\Sc2ccccc2N1C
47. O=C(NCCc1ccc2c(c1)OCCO2)c1cccc(F)c1
48. COc1ccc(C(=O)NC(=S)Nc2ccc(CN3CCOCC3)cc2)cc1Cl
49. COC(=O)c1ccc(/C=C/C(=O)c2ccc(OC)cc2)cc1

Screen / compound no.	41	42	43	44	45	46	47	48	49
ABCB6 inh 2	98	93	101	100	97	234	101	99	107
TLR9-MyD88 block	-1	14	12	-3	17	1	0	1	3
ABHD5-PLIN5 inh	3	12	-5	9	8	-24	-5	7	8
MC4R antagonist	-2	7	19	3	2	-5	12	-9	21
NCOA2 inhibitor	-4	5	-1	-19	-42	-1	-39	6	12
HTR2A ag	-5	2	0	-4	-1	-5	3	-4	-1
H9c2 protect	10	6	-3	1	5	-13	-18	2	9
Glyco luc inh	-3	0	-1	-1	-2	-3	0	0	20
MC4R barr agon	0.8	-0.8	1.9	-1.4	-2.6	-2.2	3.5	-0.8	0.8
NOD2 RIPK2 PPI	-7	17	1	6	-9	-16	-5	-8	1

# Exported with two lines to a compound: entries from further up
# Each structure is followed by: ABCB6 inh 2	TLR9-MyD88 block	ABHD5-PLIN5 inh	MC4R antagonist	NCOA2 inhibitor	HTR2A ag	H9c2 protect	Glyco luc inh	MC4R barr agon	NOD2 RIPK2 PPI
42	O=C(NCc1ccco1)C1CCC(CNS(=O)(=O)c2cccc3cccnc23)CC1 (stereo not given)
→ 93	14	12	7	5	2	6	0	-0.8	17
43	CCC(C)NC(=O)C1CCN(S(=O)(=O)c2ccc(Br)s2)CC1 (stereo not given)
→ 101	12	-5	19	-1	0	-3	-1	1.9	1
44	O=C(CN1CCN(C(=O)c2ccccc2)CC1)Nc1cccc(S(=O)(=O)N2CCCC2)c1
→ 100	-3	9	3	-19	-4	1	-1	-1.4	6
45	NS(=O)(=O)c1ccc(NC(=O)CSc2ncn[nH]2)cc1
→ 97	17	8	2	-42	-1	5	-2	-2.6	-9

# The list is partial; the hit share may differ from the screen's.
